Compound activity: PubChem, National Center for Advancing Translational Sciences (NCATS)
AmpC inh detg: blocks E. coli AmpC beta-lactamase in detergent assay. P00811. AmpC hydrolysis of nitrocefin, absorbance 480 nm, 0.01% Triton. Potency, µM (doses to about 114 µM), inactives show at the highest dose activity change, negative = inhibition, hits mostly inhibitors. 370,000 compounds, 0.041% hits;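 also: potency is read from the fitted curve at half-maximal effect; 0% = no-compound wells and -100% = no-enzyme wells; nearly all actives have a fitted effect of over 25% in size; some results filed as inactive show a strong effect at the top dose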
Target sequence (P00811 whole entry, looked up): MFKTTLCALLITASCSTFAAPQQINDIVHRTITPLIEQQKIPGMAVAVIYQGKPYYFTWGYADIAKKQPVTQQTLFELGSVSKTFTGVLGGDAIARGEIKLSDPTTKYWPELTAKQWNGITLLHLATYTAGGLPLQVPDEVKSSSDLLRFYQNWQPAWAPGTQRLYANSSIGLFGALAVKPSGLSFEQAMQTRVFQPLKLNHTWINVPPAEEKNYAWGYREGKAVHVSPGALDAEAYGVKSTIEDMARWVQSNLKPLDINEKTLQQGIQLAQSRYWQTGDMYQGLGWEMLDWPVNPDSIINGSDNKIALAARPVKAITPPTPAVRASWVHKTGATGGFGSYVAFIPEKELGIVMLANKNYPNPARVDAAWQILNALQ
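20 mM phosphate pH 7.0 + 0.01% (detergent screen) or 0.0001% Triton X-100; 5.3 nM AmpC reagent; cpd preinc 15 min RT; nitrocefin (800 uM stock) to start; A480 q20 s × 4 min; Activity was normalised to no-enzyme and no-compound control wells.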
HCV inhibitor: inhibitors of hepatitis C virus infection; 340,000 compounds, 3.4% hits; Potency, µM (highest dose often 41.8 µM), for the others: top-dose activity change, negative = inhibition, usual class: inhibitors; Huh7.5.1 HCVcc-Cre infection, luciferase reporter, 44 h; also: potency is read from the fitted curve at half-maximal effect
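A cell-based infection assay in which seeded cells (1,000 per well) receive test compound after 4 h, are inoculated with HCVcc-Cre at approximately 0.5 moi, and are incubated 44 h before luminescence detection.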
AmpC inh no detg: AmpC beta-lactamase inhibition without detergent; P00811; AmpC nitrocefin hydrolysis, absorbance 480 nm, 0.0001% Triton; Potency, µM (titrated, usually from 57.1 µM), inactives show top-dose activity change, negative = inhibition, actives largely listed as inhibitors; 330,000 compounds, 0.52% hits; AID 485341;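 also: potency is read from the fitted curve at half-maximal effect; plate controls were no compound for no effect and no enzyme for full effect; nearly all actives have a fitted effect of over 20% in size; some results filed as inactive show a strong effect at the top dose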
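20 mM phosphate pH 7.0 + 0.01% (detergent screen) or 0.0001% Triton X-100; 5.3 nM AmpC reagent; cpd preinc 15 min RT; nitrocefin (800 uM stock) to start; A480 q20 s × 4 min; Activity was normalised to no-enzyme and no-compound control wells.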
Giardia FBPA inh: blocks Giardia fructose-bisphosphate aldolase activity | A8B2U2 | purified Giardia FBPA | Potency, µM (series often up to 59.6 µM), without a hit: at the top dose activity, negative = inhibition, hits mostly inhibitors | 290,000 compounds, 0.71% hits | AID 2451; also: potency is read from the fitted curve at half-maximal effect; nearly all actives have a fitted effect of over 55% in size
Target sequence (A8B2U2 whole entry, looked up): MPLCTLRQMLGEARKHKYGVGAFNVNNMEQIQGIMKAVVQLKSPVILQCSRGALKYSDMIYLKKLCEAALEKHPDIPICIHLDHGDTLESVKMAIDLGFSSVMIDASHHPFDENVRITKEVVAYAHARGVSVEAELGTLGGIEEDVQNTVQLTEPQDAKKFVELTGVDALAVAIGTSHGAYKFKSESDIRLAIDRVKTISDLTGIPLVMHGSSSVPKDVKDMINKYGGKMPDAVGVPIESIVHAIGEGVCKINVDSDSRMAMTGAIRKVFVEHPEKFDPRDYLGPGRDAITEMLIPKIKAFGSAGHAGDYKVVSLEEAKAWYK
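Giardia FBPA (40 nM reagent) was preincubated 10 min at RT with compound (up to 57.5 uM final), then substrate plus GAPDH/TPI/NAD/arsenate coupling system with diaphorase/resazurin was added; resorufin fluorescence (525/598 nm) was read after 20 min.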
Sm TGR inh: inhibitors of Schistosoma mansoni thioredoxin glutathione reductase; Q962Y6; purified TGR, DTNB reduction, TNB absorbance 405 nm; Potency, µM (series often up to 114 µM), without a hit: at the highest dose activity change, negative = inhibition, actives largely listed as inhibitors; 360,000 compounds, 3% hits; AID 485364; also: potency is read from the fitted curve at half-maximal effect; nearly all actives have a fitted effect of over 60% in size
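First, TGR (20 nM dispensed) and NADPH were mixed with compound. Second, a 15 min room-temperature incubation followed. Third, further NADPH and then DTNB were added to start the reaction. Finally, TNB absorbance was monitored kinetically.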
HCMV antiviral: human cytomegalovirus inhibition | activity change, negative = inhibition, % at 57.5 µM | HFF cells, HCMV-luciferase reporter, 72 h; stronger effect = lower value | AID 1259415 | 410,000 compounds, 4.5% hits; in the data active = activity change below about -60%; inconclusive = no clear call, values can overlap the other calls; inactive = above about -39%
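HFF cells seeded 16 h at 37C, treated with compounds, infected with luciferase-reporter HCMV at MOI 1 PFU/cell; luciferase read at 72 h post infection, normalized to buffer-only and Salinomycin controls.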
* hit, by the source's call; ? = inconclusive; / = not tested or not shown; [ ] = remark or other dose. Unless noted, calls follow the shape of the dose curve; as a rule, active = well fitted curve in the direction sought with a large enough effect; inconclusive = small, poorly fitted or top-dose-only effect, or another doubt; inactive = no such curve, though single readings can be large; an effect the other way counts as inactive or inconclusive. Unless noted, % is scaled to controls: 0 for no effect and ±100 for the full control effect.

SMILES	AmpC inh detg	HCV inhibitor	AmpC inh no detg	Giardia FBPA inh	Sm TGR inh	HCMV antiviral
CC(c1ccon1)N(C)C(=O)c1ccc2nc(Cc3cccc(Cl)c3)oc2c1 (stereo not drawn)	3%	4%	114%[activator]	/	-3%	4
O=[N+]([O-])c1cccc(/C=N\N2CCN(c3ccc(Cl)cc3)CC2)c1	1%	-12%	-17%	7%	0%	-8
COCCN1C(=O)c2oc3c(C)cc(C)cc3c(=O)c2C1c1cccc(O)c1 (stereo not drawn)	10%	?	80%[activator]	-14%	4%	17
COc1ccccc1CC(=O)NCCc1ccccc1	0%	7%	-10%	-8%	0%	-30
C=CCNc1nc(C(=O)OCC(=O)NCc2ccccc2OC)cs1	?	?	-16%	/	-10%	-30
COC(=O)Cc1c(C)c2ccc(OCC(=O)N3CCC(C)CC3)c(C)c2oc1=O	-8%	?	73%[activator]	/	2%	-14
CCOc1ccc(S(=O)(=O)N2CCOCC2)cc1NC(=O)CN1C(=O)NC(CC)(c2ccccc2)C1=O (stereo not drawn)	1%	-29%	82%[activator]	/	-8%	22
CC1(C)Cc2nc3nc(SCC(=O)NCCc4ccccc4)n(-c4ccccc4)c(=O)c3cc2CO1	?	1%	47%	1%	-12%	-8
Cc1nc(N2CCOCC2)c2c(C)c(C(=O)Nc3ccccc3Cl)sc2n1	3%	?	-11%	-2%	-13%	?
CC(C)N(CCCNC(=O)C1CCN(S(=O)(=O)N2CCOCC2)CC1)Cc1ccccc1	-9%	31%[activator]	-14%	/	8%	-25
COc1ccc(C(=O)Nc2nc3ccc4nc(C)sc4c3s2)cc1	-7%	?	2%	0%	-9%	3
O=C(CSc1nccn1-c1ccccc1)N1CCc2ccccc21	-10%	-18%	1%	-3%	0%	-33
CCCn1c2ccccc2c2cnn(CC(=O)NC3CCN(Cc4ccccc4)CC3)c(=O)c21	-13%	?	-5%	0%	-6%	?
Cc1c(Cl)cccc1NC(=O)NCc1ccc(F)cc1	-2%	-16%	-8%	-3%	/	11
CC1CCCC(NC(=O)CN2C(=O)NC(c3ccccc3)(c3ccccc3)C2=O)C1C (stereo not drawn)	?	-37%	-8%	/	-10%	12
CC(C)N1CCC2(CC1)Oc1ccc(Br)cc1C1CC(c3cccnc3)=NN12 (stereo not drawn)	5%	-8%	-2%	-8%	7%	5
N#CCC(=O)NN1Cc2ccccc2C1=N	-15%	1%	-21%	4%	-3%	?
Cn1c(=O)c2c(nc(SCC(=O)Nc3ccc(F)cc3)n2Cc2ccc(Cl)cc2)n(C)c1=O	8%	/	/	/	-12%	-3
COc1cc(/C=C2/N=C(c3ccccc3F)OC2=O)cc(Cl)c1OS(C)(=O)=O	-2%	3%	-19%	4%	9%	-20
CCOC(=O)c1sc2nc(C)nc(Nc3ccccc3)c2c1C	-10%	?	-14%	-3%	0%	-11
CN(c1ccccc1)S(=O)(=O)c1ccc(C(=O)NCC2CCCO2)cc1 (stereo not drawn)	-5%	20%	1%	4%	4%	34
CCOCCCn1c(=N)c(C(=O)NC2CCCCC2)cc2c(=O)n3ccccc3nc21	6%	/	/	/	-2%	-8
CN(C(=O)CSc1nc2ccccc2s1)c1c(N)n(Cc2ccccc2)c(=O)[nH]c1=O	0%	-24%	25%	-2%	-12%	4
Cn1c(SCc2cccc(Br)c2)nnc1-c1ccncc1	?	3%	2%	-10%	-6%	?
O=C(CSc1nc2c(sc3ccccc32)c(=O)n1Cc1ccco1)NCC1CCCO1 (stereo not drawn)	-8%	-3%	-7%	5%	0%	-11
O=C(NCCN1CCCCCC1)c1ccc(CS(=O)(=O)c2ccc(Br)cc2)o1	?	?	70%[activator]	-2%	?	/
Cc1ccc(-c2csc3ncnc(N4CCc5ccccc5C4)c23)cc1	-6%	?	-33%	5%	-16%	-31
O=C(COC(=O)C1CC(O)CN1S(=O)(=O)c1ccc(Cl)cc1)c1ccccc1 (stereo not drawn)	?	3%	18%	-2%	-14%	-14
C/C(=N\NC(=O)CSc1nc(C)cc(C)n1)c1cccs1	-6%	10%	-16%	2%	0%	2
CCS(=O)(=O)Nc1ccc(C(=O)CC2(O)C(=O)Nc3ccc(Br)cc32)cc1 (stereo not drawn)	-3%	7%	-25%	14%	-21%	56
CCS(=O)(=O)N1CCc2cc(C(=O)Nc3cccc(Cl)c3C)ccc21	24%	/	/	/	-8%	11
COc1cc(C(C2C(=O)CC(C)(C)CC2=O)C2C(=O)CC(C)(C)CC2=O)ccc1O	-3%	11%	-18%	-8%	?	19
Cc1nc(SCC(=O)N2CCNC2=O)c2ccccc2n1	/	-21%	-13%	/	/	24
COc1cccc(N2CCN(CC(=O)NCc3cccs3)CC2)c1	2%	3%	21%	-2%	-3%	5
COc1ccccc1N(CC(=O)NCc1ccco1)S(C)(=O)=O	5%	15%	-4%	1%	/	1
COc1ccccc1Nc1nc2cc(C)ccc2cc1C#N	6%	-5%	-18%	0%	-22%	-6
COc1ccc(N2CCN(C(CNC(=O)C(=O)NCc3cccnc3)c3ccco3)CC2)cc1 (stereo not drawn)	4%	-6%	56%	3%	14%	0
O=C(Nc1ccc(N2CCOCC2)c(Cl)c1)c1cccnc1	-8%	?	-19%	-22%	2%	-3
c1ccc2c(c1)[nH]c1nc3nncn3nc12	-15%	17%	-8%	3%	-12%[11.4 µM]	15
COc1ccc(Nc2ncnc3c2cnn3Cc2ccccc2)cc1	?	-20%	-4%	-13%	0%	?

Arranged by number of heavy atoms (low to high): four of the compounds above.
SMILES	AmpC inh detg	HCV inhibitor	AmpC inh no detg	Giardia FBPA inh	Sm TGR inh	HCMV antiviral
Cc1c(Cl)cccc1NC(=O)NCc1ccc(F)cc1	-2%	-16%	-8%	-3%	/	11
O=C(CSc1nccn1-c1ccccc1)N1CCc2ccccc21	-10%	-18%	1%	-3%	0%	-33
COc1ccc(Nc2ncnc3c2cnn3Cc2ccccc2)cc1	?	-20%	-4%	-13%	0%	?
CC(C)N1CCC2(CC1)Oc1ccc(Br)cc1C1CC(c3cccnc3)=NN12 (stereo not drawn)	5%	-8%	-2%	-8%	7%	5

Later entries.
SMILES	AmpC inh detg	HCV inhibitor	AmpC inh no detg	Giardia FBPA inh	Sm TGR inh	HCMV antiviral
CCOC(=O)c1cc(C)n(CC2CCC(C(=O)Nc3ccc(OC)c(OC)c3)CC2)c1C (stereo not drawn)	20%	/	/	/	43%[activator]	11
CCCCNC(=O)COC(=O)c1ccc(NC(C)=O)cc1	?	4%	-8%[11.4 µM]	2%	2%	?
O=C(NCCN1CCCC1)c1ccc2c(c1)N(Cc1ccccc1)C(=O)c1ccccc1S2(=O)=O	?	?	34%	/	2%	-7
COc1cccc(C(=O)OCC(=O)N2CCc3ccccc32)c1OC	-11%	?	-2%	/	-1%	-98*
C=CCn1c(SCc2cc(C(C)=O)ccc2OCC)nc2ccccc2c1=O	?	?	20%	4%	-23%	-12
CCN(C(=O)COC(=O)c1ccccc1SCC(=O)NC1CCCCCCC1)C1CCS(=O)(=O)C1 (stereo not drawn)	6%	1%	100%[activator]	8%	-1%	-7
CCOC(=O)c1ccc(NC(=O)CCCn2c(=O)c3cccn3c3cccnc32)cc1	-2%	/	/	/	5%	-21
Cc1cnc(NC(=O)Cc2c[nH]c3ccccc23)s1	2%	-24%	-23%	17%	-3%	74
O=c1c(NCCc2ccc(Cl)cc2)c(-c2ccccc2)c1=O	-12%	-6%	-21%	?	30%	38
CCCC(=O)Oc1c(S(=O)(=O)c2ccc(C)cc2)c(C)nn1C(C)(C)C	4%	-13%	36%	2%	5%	74
CCOC(=O)C1CCCN(S(=O)(=O)c2c(C)[nH]c(C)c2C(=O)N2CCCC2)C1 (stereo not drawn)	-5%	6%	30%	7%	-3%	-26
CCCn1c(=O)c2ccccc2n2c(SCC(=O)c3cc(C)n(CC4CCCO4)c3C)nnc12 (stereo not drawn)	-9%	/	-2%	9%	-3%	/
COc1ccc(CNC(=O)C2CCCN(S(=O)(=O)c3c(C)n[nH]c3C)C2)cc1 (stereo not drawn)	-9%	-6%	-6%	2%	2%	-16
CCCOc1ccccc1NC(=O)Nc1ccccc1Cl	?	?	-30%	-3%	0%	?
COc1ccc(CCNC(=O)CSc2ccccn2)cc1	-8%	9%	-10%	3%	10%	10
Fc1cccc(NC(=S)NCc2ccccn2)c1	?	12%	-22%	-16%	-10%	-27
O=C1NCCOC(=O)[C@@H](Cc2ccc(F)cc2)CC/C=C/C[C@@H]1CC(=O)N(CCO)Cc1ccccc1	/	2%	278%[activator]	/	/	-63*
CC(=O)N1CCc2cc(Br)cc(S(=O)(=O)N3CCN(c4cccc(C)c4)C(C)C3)c21 (stereo not drawn)	?	/	/	/	1%	-4
COc1ccc(C(=O)OCC(=O)NCC2CCCCC2)c(OC)c1	-15%	13%	3%	/	-3%	-18
CCS(=O)(=O)N1CCc2cc(C(=O)Nc3ccc(OC)cc3OC)ccc21	0%	/	/	/	-2%	-4
Cc1ccc(NC(=O)C(C)SCc2nc3sc4c(c3c(=O)[nH]2)CCCC4)nc1 (stereo not drawn)	4%	7%	-33%	/	-22%	23
CCN(CC)c1ccc(/C=N/N2CCN(c3ccccc3OC)CC2)cc1	0%	0%	-4%	4%	-14%	-9
CCOC(=O)c1sc(=NC(=O)COc2ccccc2)n(C)c1C	-7%	-1%	-11%	4%	-5%	-20
C=CCNC(=O)/C(=C\c1cccc([N+](=O)[O-])c1)NC(=O)c1ccccc1	-6%	-1%	-25%	21%	-3%	-15
CCOC(=O)c1cc(S(=O)(=O)NCc2ccc(Cl)cc2)[nH]n1	2%	/	/	/	0%	-16
CCOC(=O)N1CCC(NC(=O)c2ccc(CO)c(C(=O)NC3CCN(C(=O)OCC)CC3)c2)CC1	?	9%	13%	-2%	?	18
COc1cccc(Nc2ncnc3c2cnn3-c2cccc(C)c2)c1	?	?	-17%	?	1%	-8
O=S(=O)(c1cccc2nonc12)N1CCN(c2ccc(F)cc2)CC1	-1%	11%	227%[activator]	-2%	?	-32
COc1ccc(Cn2c(-c3ccccc3)nc3c(c(=O)c4ccccc4n3C)c2=O)cc1	-10%	-6%	-22%	2%	-1%	-8
CC(C)(C)c1nc(SCC(=O)NC2CCCC2)c2ccccc2n1	0%	-8%	-26%	5%	4%	-38
CCCCN1CC(c2nc3ccccc3n2CCCCOc2cc(C)ccc2C)CC1=O (stereo not drawn)	-3%	/	/	/	-14%	25
CC1CC(C)CN(S(=O)(=O)c2ccc(Cl)cc2)C1 (stereo not drawn)	1%	18%	-17%	8%	-4%	-16
Cc1ccc(C)c(Nc2ccc(C(=O)NCCc3ccccc3)cn2)c1	-9%	-19%	-25%	10%	-5%	?

Part of the list above, limited to HCV inhibitor and AmpC inh no detg:
smiles	HCV inhibitor	AmpC inh no detg
CCN(CC)c1ccc(/C=N/N2CCN(c3ccccc3OC)CC2)cc1	0%	-4%
CCOC(=O)c1sc(=NC(=O)COc2ccccc2)n(C)c1C	-1%	-11%
